TcdB GH inh – blocks C. difficile toxin B glycohydrolase activity. P18177. TcdB glycohydrolase enzymatic assay, plate reader. inhibition, % at 9.99 µM. 350,000 tested, 0.24% active. AID 652162; in the data active = inhibition above about 10%
Target sequence (P18177 whole entry, looked up): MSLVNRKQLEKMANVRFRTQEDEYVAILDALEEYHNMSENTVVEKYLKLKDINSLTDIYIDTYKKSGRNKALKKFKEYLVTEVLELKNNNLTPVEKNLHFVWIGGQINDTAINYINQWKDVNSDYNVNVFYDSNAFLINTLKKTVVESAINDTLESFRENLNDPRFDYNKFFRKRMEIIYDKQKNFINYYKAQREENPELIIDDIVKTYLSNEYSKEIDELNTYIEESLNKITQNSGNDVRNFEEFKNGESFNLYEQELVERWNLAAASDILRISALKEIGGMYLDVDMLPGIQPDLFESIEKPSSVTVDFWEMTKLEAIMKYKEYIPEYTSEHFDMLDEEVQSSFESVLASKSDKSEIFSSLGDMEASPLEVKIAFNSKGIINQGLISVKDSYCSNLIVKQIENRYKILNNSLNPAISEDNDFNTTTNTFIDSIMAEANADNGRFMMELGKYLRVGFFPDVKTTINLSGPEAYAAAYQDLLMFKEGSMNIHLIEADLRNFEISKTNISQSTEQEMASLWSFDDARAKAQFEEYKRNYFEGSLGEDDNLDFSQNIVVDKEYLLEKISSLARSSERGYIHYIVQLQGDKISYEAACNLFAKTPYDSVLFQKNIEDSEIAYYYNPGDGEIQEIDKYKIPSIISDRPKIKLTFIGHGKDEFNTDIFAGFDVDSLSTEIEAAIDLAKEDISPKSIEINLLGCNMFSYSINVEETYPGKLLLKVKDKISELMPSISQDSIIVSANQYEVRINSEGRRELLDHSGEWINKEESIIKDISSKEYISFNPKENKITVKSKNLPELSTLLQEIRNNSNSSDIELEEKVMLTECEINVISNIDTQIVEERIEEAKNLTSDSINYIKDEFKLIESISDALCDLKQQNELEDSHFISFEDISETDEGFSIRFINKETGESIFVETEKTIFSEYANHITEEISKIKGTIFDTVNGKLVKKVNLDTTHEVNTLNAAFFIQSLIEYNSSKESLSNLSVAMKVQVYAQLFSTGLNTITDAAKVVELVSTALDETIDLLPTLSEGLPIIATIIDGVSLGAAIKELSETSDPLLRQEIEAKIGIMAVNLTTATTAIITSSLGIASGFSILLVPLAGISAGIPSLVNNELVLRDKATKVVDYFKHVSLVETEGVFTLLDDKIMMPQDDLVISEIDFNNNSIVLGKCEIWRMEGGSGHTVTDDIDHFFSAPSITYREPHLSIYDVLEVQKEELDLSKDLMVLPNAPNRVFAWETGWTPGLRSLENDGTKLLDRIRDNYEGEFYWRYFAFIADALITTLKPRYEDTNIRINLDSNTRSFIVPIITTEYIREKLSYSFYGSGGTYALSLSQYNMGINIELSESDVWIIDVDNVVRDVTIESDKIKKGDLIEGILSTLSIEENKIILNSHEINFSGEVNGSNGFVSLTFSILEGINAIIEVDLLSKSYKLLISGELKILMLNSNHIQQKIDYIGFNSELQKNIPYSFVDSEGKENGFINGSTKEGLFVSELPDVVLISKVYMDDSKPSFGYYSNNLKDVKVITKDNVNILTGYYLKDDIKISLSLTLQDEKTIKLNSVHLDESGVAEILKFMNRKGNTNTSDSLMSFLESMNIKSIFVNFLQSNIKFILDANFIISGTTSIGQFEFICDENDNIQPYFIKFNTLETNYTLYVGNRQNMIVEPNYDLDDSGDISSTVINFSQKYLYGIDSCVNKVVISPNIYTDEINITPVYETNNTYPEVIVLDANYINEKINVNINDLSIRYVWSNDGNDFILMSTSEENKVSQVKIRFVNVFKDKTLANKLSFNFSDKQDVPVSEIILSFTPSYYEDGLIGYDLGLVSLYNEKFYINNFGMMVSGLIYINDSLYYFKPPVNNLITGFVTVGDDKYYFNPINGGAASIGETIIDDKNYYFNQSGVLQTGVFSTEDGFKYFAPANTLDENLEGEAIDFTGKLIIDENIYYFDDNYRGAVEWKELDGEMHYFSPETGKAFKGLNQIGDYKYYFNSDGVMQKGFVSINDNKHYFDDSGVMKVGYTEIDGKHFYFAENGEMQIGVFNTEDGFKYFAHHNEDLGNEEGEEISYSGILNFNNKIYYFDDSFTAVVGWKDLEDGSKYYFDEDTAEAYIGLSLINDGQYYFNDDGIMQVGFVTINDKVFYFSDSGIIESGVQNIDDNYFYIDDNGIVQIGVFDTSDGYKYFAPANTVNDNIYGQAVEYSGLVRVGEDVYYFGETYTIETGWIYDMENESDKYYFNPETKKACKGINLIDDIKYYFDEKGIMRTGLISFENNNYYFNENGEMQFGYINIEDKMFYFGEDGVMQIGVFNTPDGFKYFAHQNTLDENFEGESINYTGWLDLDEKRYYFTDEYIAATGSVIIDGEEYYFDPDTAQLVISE
An asterisk follows results filed as active. This is a subset; rates above refer to the full screens.

SMILES	TcdB GH inh
COCC(=O)N(C)C[C@@H]1Oc2ncc(C#Cc3ccc(F)cc3)cc2C(=O)N([C@H](C)CO)C[C@H]1C	0.4
COc1ccc2c3c(n(C)c2c1)[C@H](CO)N(C(=O)Cc1ccccn1)CC31CCN(CC2CC2)CC1	0.3
COc1ccc([Si](C)(C)[C@@H]2[C@@H](CCn3cc(CCO)nn3)O[C@]3(C(=O)N(Cc4ccc(N5CCOC5=O)cc4)c4ccccc43)[C@H]2C)cc1	-7.8
CN(C)C(=O)c1ccc(-c2ccc([C@H]3[C@@H](CO)N4CCCCN(S(C)(=O)=O)C[C@@H]34)cc2)cc1	-0.5
C[C@H](CO)N1C[C@H](C)[C@H](CN(C)C(=O)Nc2ccccc2)OCCCC[C@H](C)Oc2ccc(NC(=O)Cc3ccccc3)cc2C1=O	-0.5
COCc1[nH]nc2c1C(c1ccc(C)cc1)N(c1ccc(OC)cc1)C2=O (configuration not stated)	1.3
CC(C)NC(=O)N1[C@H](C#N)[C@@H](c2ccc(C#CC3CCCC3)cc2)[C@H]1CO	-4.0
COc1ccccc1NC(=O)N[C@@H]1CC[C@H](CCNS(=O)(=O)c2ccc(C)cc2)O[C@H]1CO	-0.7
Cc1noc(C)c1NC(=O)N(C)C[C@@H]1Oc2ccc(NC(=O)CCCN(C)C)cc2C(=O)N([C@H](C)CO)C[C@H]1C	1.5
C[C@@H]1CN([C@H](C)CO)C(=O)c2cc(NS(=O)(=O)c3ccc(Cl)cc3)ccc2O[C@@H]1CN(C)Cc1ccc(Oc2ccccc2)cc1	-1.0
CO[C@H]1CN(C)C(=O)c2ccc(NC(=O)Nc3ccccc3F)cc2OC[C@H](C)N(CC2CC2)C[C@H]1C	0.3
CN(C)CC(=O)Nc1ccc2c(c1)[C@@H]1C[C@@H](CC(=O)NCc3ccccc3)O[C@H](CO)[C@@H]1O2	-0.5

Next section (4 carried over from the part before).
SMILES	TcdB GH inh
Cc1noc(C)c1NC(=O)N(C)C[C@@H]1Oc2ccc(NC(=O)CCCN(C)C)cc2C(=O)N([C@H](C)CO)C[C@H]1C	1.5
C[C@@H]1CN([C@H](C)CO)C(=O)c2cc(NS(=O)(=O)c3ccc(Cl)cc3)ccc2O[C@@H]1CN(C)Cc1ccc(Oc2ccccc2)cc1	-1.0
CO[C@H]1CN(C)C(=O)c2ccc(NC(=O)Nc3ccccc3F)cc2OC[C@H](C)N(CC2CC2)C[C@H]1C	0.3
CN(C)CC(=O)Nc1ccc2c(c1)[C@@H]1C[C@@H](CC(=O)NCc3ccccc3)O[C@H](CO)[C@@H]1O2	-0.5
C[C@@H]1CN([C@H](C)CO)C(=O)Cc2cc(N(C)C)ccc2O[C@@H]1CN(C)S(=O)(=O)c1ccc(Cl)cc1	-4.0
CCCNC(=O)[C@@H]1[C@@H](CO)[C@@H]2Cn3c(ccc(-c4ccc(OC)cc4)c3=O)[C@@H]2N1CC	-0.4
O=C(N[C@H]1CC[C@H](CCNS(=O)(=O)c2ccc(F)cc2)O[C@H]1CO)C1CCC1	0.5
O=C(Nc1ccc2c(c1)[C@H]1C[C@@H](CC(=O)N3CCCCC3)O[C@@H](CO)[C@H]1O2)NC1CCCC1	1.7
C[C@H](CO)N1C[C@H](C)[C@@H](CN(C)S(=O)(=O)c2ccccc2)Oc2ccc(NS(=O)(=O)c3ccc(F)cc3)cc2CC1=O	0.5
C[C@@H]1CN([C@H](C)CO)C(=O)c2cc(NS(C)(=O)=O)ccc2O[C@@H](C)CCCCO[C@H]1CN(C)C(=O)Nc1ccc2c(c1)OCO2	-1.3
C/C=C/c1cccc(-c2nc(C(=O)NC3Cc4ccccc4C3)cc3c2[C@H](CCO)N(C(C)=O)C3)c1	-0.1
CCCC(=O)Nc1ccc2c(c1)C(=O)N(C)[C@H]1CC[C@H](CC(=O)NCC3CC3)O[C@H]1CO2	-16
C[C@@H]1CN([C@@H](C)CO)C(=O)c2cccc(NC(=O)Nc3ccc(C(F)(F)F)cc3)c2O[C@H]1CN(C)C(=O)NC1CCCCC1	-1.1
Cc1ccc(S(=O)(=O)N(C)C[C@H]2OCCCC[C@@H](C)Oc3ccc(NS(=O)(=O)c4c(C)noc4C)cc3C(=O)N([C@@H](C)CO)C[C@@H]2C)cc1	0.6
C[C@@H]1CCCCO[C@@H](CN(C)C(=O)c2ccccc2)[C@@H](C)CN([C@H](C)CO)C(=O)c2cc(NS(=O)(=O)c3ccc(Cl)cc3)ccc2O1	1.0
O=C(Nc1ccc(F)cc1)N1CC(=O)N2[C@H](CO)[C@@H](c3ccc(-c4cccc(F)c4)cc3)[C@@H]2C1	0.2

Part of the list above, with each value named.
C[C@@H]1CCCCO[C@@H](CN(C)C(=O)c2ccccc2)[C@@H](C)CN([C@H](C)CO)C(=O)c2cc(NS(=O)(=O)c3ccc(Cl)cc3)ccc2O1
  TcdB GH inh: 1.0
C/C=C/c1cccc(-c2nc(C(=O)NC3Cc4ccccc4C3)cc3c2[C@H](CCO)N(C(C)=O)C3)c1
  TcdB GH inh: -0.1

Next structures:
SMILES	TcdB GH inh
C[C@@H]1CN([C@@H](C)CO)C(=O)Cc2cc(NC(=O)Nc3ccc4c(c3)OCO4)ccc2O[C@@H]1CN(C)C(=O)Nc1cccc2ccccc12	0.1
C[C@@H]1CN([C@H](C)CO)S(=O)(=O)c2ccc(-c3ccc(F)cc3)cc2O[C@@H]1CN(C)C(=O)Nc1ccccc1F	2.6
Cc1ccccc1S(=O)(=O)N1C[C@H](O)COC[C@@H]2O[C@@H](CC(=O)NCCc3ccccc3)CC[C@H]21	-0.2
CO[C@H]1CN(C)C(=O)c2cc(NC(=O)Nc3ccccc3Cl)ccc2OC[C@@H](C)NC[C@@H]1C	0.3
CO[C@@H]1CN(C)C(=O)c2ccc(NS(C)(=O)=O)cc2OC[C@H](C)N(C(=O)CC2CC2)C[C@H]1C	0.2
CN1C(=O)c2cc(NC(=O)C3CC3)ccc2OC[C@H]2O[C@H](CC(=O)NCc3ccccc3F)CC[C@@H]21	-10
CC(C)(C)[S@@](=O)N1Cc2cc(C(=O)NC3CCCCC3)nc(-c3cccc(Br)c3)c2[C@H]1CCO	-1.6
O=C1N[C@H](Cc2ccccc2)COCn2nncc2CC[C@H]1Cc1ccccc1	1.0
CN(C)C(=O)[C@@]1(Cc2ccccc2CN=[N+]=[N-])COC(c2ccc(OCCCO)cc2)=N1	1.6
C[C@H]1CN([C@@H](C)CO)C(=O)c2cccc(NS(=O)(=O)c3ccc(Cl)cc3)c2O[C@H]1CN(C)Cc1ccc(C(F)(F)F)cc1	0.9
O=C(CCN1CCCCC1)NCC[C@@H]1CC[C@@H](NC(=O)C2CCCCC2)[C@H](CO)O1	-0.1
CCC(=O)N1[C@@H]2c3cccc(=O)n3C[C@@H]2[C@@H](CO)[C@@H]1C(=O)NC1CCCC1	-4.3
CNC[C@@H]1Oc2cc(C#Cc3cccc(OC)c3)ccc2S(=O)(=O)N([C@@H](C)CO)C[C@H]1C	0.0
O=C(CCN1CCCCC1)NCC[C@@H]1CC[C@H](NC(=O)C2CCCC2)[C@@H](CO)O1	1.6
C[C@H](CO)N1C[C@H](C)[C@@H](CN(C)Cc2ccc(C(=O)Nc3ccccc3N)cc2)Oc2ccc(NS(=O)(=O)c3ccc(F)cc3)cc2C1=O	0.0
O=C(O)[C@H]1[C@H](CO)[C@H]2Cn3c(ccc(C4=CCCC4)c3=O)[C@@H]1N2C(=O)Cc1ccccn1	0.3
COc1ccc(C2=Nc3ccccc3N(C(=O)c3ccc4c(c3)OCO4)C2C(=O)Nc2c(C)cccc2C)cc1 (configuration not stated)	0.4
COc1cccc(-c2ccc([C@@H]3[C@H]4CN(C(=O)C5CCC5)CC(=O)N4[C@H]3CO)cc2)c1	1.3
COC(=O)C[C@H]1CC[C@H]2[C@@H](COC[C@@H](O)CN2S(=O)(=O)c2ccccc2C)O1	0.1
COc1ccc(NC(=O)Nc2ccc3c(c2)CC(=O)N([C@H](C)CO)C[C@@H](C)[C@@H](CN(C)Cc2ccncc2)O3)cc1	-0.4
COc1ccc(NC(=O)Nc2ccc3c(c2)C(=O)N([C@@H](C)CO)C[C@@H](C)[C@H](CN(C)C(=O)Nc2cccc4ccccc24)OCCCC[C@@H](C)O3)cc1	-0.2
CC(C)C#Cc1ccc2c(c1)O[C@H](CN(C)C(=O)Nc1ccccc1)[C@@H](C)CN([C@@H](C)CO)S2(=O)=O	1.3
C[C@@H]1CN([C@@H](C)CO)S(=O)(=O)c2ccc(C#CC3CC3)cc2O[C@@H]1CN(C)C(=O)Cc1ccncc1	0.4
CN(C)C(=O)c1cccc(-c2ccccc2[C@H]2[C@@H](C#N)N(C(=O)C3CC3)[C@@H]2CO)c1	1.2
COC(=O)C[C@@H]1CC[C@@H](NC(=O)C2CCC2)[C@@H](CO)O1	-0.4
CCNC(=O)C[C@H]1CC[C@H]2[C@@H](COc3ccc(NC(=O)c4cc(C)on4)cc3C(=O)N2C)O1	0.8
O=C(Nc1ccccc1F)N1C[C@H]2[C@@H](c3ccccc31)[C@H](CO)N2C(=O)Cc1ccccc1	-0.2
COc1ccc(C#Cc2cnc3c(c2)C(=O)N([C@H](C)CO)C[C@H](C)[C@H](CN(C)C(=O)CN(C)C)O3)cc1	0.7
C[C@@H]1CN([C@@H](C)CO)C(=O)c2cc(N(C)C)ccc2O[C@@H](C)CCCCO[C@@H]1CN(C)C(=O)Nc1cccc2ccccc12	-19
C[C@@H]1CN([C@@H](C)CO)C(=O)c2cccc(NS(C)(=O)=O)c2O[C@@H]1CN(C)C	0.2
C[C@@H]1CN([C@H](C)CO)C(=O)c2cccc(NC(=O)c3ccncc3)c2O[C@H]1CN(C)Cc1ccncc1	-0.3
C[C@@H]1CN([C@@H](C)CO)C(=O)c2c(c3ccccc3n2C)-c2ccccc2CO[C@H]1CN(C)S(=O)(=O)Cc1ccccc1	0.3
O=C(Nc1ccc2c(c1)[C@H]1C[C@H](CC(=O)N3CCCCC3)O[C@@H](CO)[C@H]1O2)c1ccc2c(c1)OCO2	-0.7
C[C@H]1CN([C@@H](C)CO)C(=O)c2cc(C#CCN(C)C)cnc2O[C@H]1CN(C)Cc1ccccc1	-0.9
COCC(=O)N(C)C[C@@H]1Oc2ncc(-c3ccc(C)cc3)cc2C(=O)N([C@H](C)CO)C[C@@H]1C	0.1
C[C@@H]1CN([C@@H](C)CO)C(=O)c2cccc(NS(=O)(=O)c3ccc(F)cc3)c2O[C@H]1CN(C)Cc1ccncc1	-0.1
CC(C)C#Cc1ccc([C@@H]2[C@@H](C#N)N(C(=O)CN(C)C)[C@H]2CO)cc1	0.1
C[C@@H](O)C#Cc1ccc2c(c1)O[C@H](CN(C)Cc1ccc(-c3ccccc3)cc1)[C@@H](C)CN([C@@H](C)CO)S2(=O)=O	-0.5
C[C@H]1CN([C@@H](C)CO)C(=O)c2cc(NC(=O)Nc3ccc4c(c3)OCO4)ccc2O[C@H]1CN(C)CC1CCCCC1	-1.3
CCC(=O)Nc1ccc2c(c1)OC[C@H](C)N(C(=O)CC1CC1)C[C@H](C)[C@H](OC)CN(C)C2=O	-17
C[C@@H]1CN([C@@H](C)CO)C(=O)c2cc(NS(=O)(=O)c3ccc(Cl)cc3)ccc2O[C@H]1CN(C)Cc1ccc(Cl)c(Cl)c1	-5.7
CN1C(=O)c2cc(NC(=O)Nc3ccccc3Cl)ccc2OC[C@@H]2O[C@@H](CC(=O)NCCCN3CCOCC3)CC[C@@H]21	1.3
C[C@@H]1CCCCO[C@H](CN(C)C(=O)Cc2ccccc2)[C@@H](C)CN([C@@H](C)CO)C(=O)c2cc(NC(=O)Nc3ccc(C(F)(F)F)cc3)ccc2O1	-1.2
CN(C)C(=O)c1ccc(-c2ccc3c(c2)[C@@H]2[C@@H](CCN2C(=O)C2CCCCC2)[C@@H](CO)N3C)cc1	-1.7
CCCNC(=O)[C@@H]1[C@@H](CO)[C@@H]2Cn3c(ccc(C4=CCCC4)c3=O)[C@@H]2N1Cc1ccccc1	0.9
C[C@@H]1CN([C@H](C)CO)C(=O)c2cc(/C=C/c3ccccc3)cnc2O[C@H]1CN(C)C(=O)C1CCC1	-2.6
C[C@@H]1CN([C@H](C)CO)C(=O)Cc2cc(NC(=O)Nc3cccc4ccccc34)ccc2O[C@H]1CN(C)Cc1ccc(Cl)c(Cl)c1	-0.7
COc1ccc(NC(=O)Nc2cccc3c2O[C@@H](CN(C)S(=O)(=O)c2cn(C)cn2)[C@@H](C)CN([C@@H](C)CO)C3=O)cc1	1.1
C[C@@H]1CN([C@H](C)CO)C(=O)c2ccccc2-c2ccccc2CO[C@@H]1CN(C)S(=O)(=O)c1ccccc1	2.0
O=C(Nc1ccccc1F)N1CCCCN2[C@H](CO)[C@@H](c3ccc(C4=CCCCC4)cc3)[C@H]2C1	0.2
C[C@@H]1CN([C@H](C)CO)C(=O)c2cc(C#Cc3ccccc3)cnc2O[C@@H]1CN(C)S(=O)(=O)c1ccccc1F	-5.0
CC(C)CC#Cc1ccc2c(c1)O[C@H](CN(C)C(=O)C1CCC1)[C@@H](C)CN([C@@H](C)CO)S2(=O)=O	-1.7
O=C(C[C@@H]1CC[C@H]2[C@@H](COC[C@@H](O)CN2S(=O)(=O)c2ccccc2)O1)N1CCOCC1	-4.2
COCCNC(=O)C1C(=O)Nc2ccccc2C(=O)N1Cc1ccccc1 (configuration not stated)	0.2
Cc1ccc(S(=O)(=O)N(C)C[C@@H]2OCCCC[C@H](C)Oc3ccc(NC(=O)CCCCCC(=O)Nc4ccccc4N)cc3C(=O)N([C@H](C)CO)C[C@@H]2C)cc1	-1.2
C[C@H](CO)N1C[C@H](C)[C@H](CN(C)S(=O)(=O)c2ccccc2)Oc2c(NS(=O)(=O)c3ccc(Cl)cc3)cccc2C1=O	-0.2
